Screening data from PubChem BioAssay.
All columns: NCI-60 one-dose screen, growth in % after 48 h at 10 µM unless noted; 100 = growth as untreated, 0 = no growth, -100 = all killed.
COLO 205: COLO 205 colon cancer; AID 1794742; hit rate 7.3% among 79,000
NCI-H322M: NCI-H322M lung cancer | hit rate 2.7% among 80,000 | AID 1794733
NCI-H460: NCI-H460 lung cancer | hit rate 6.8% among 82,000
SW-620: SW-620 colon cancer; hit rate 5.2% among 82,000
HT29: HT29 colon cancer | hit rate 7.4% among 81,000
NCI-H23: NCI-H23 lung cancer | hit rate 4% among 80,000
HCT-15: HCT-15 colon cancer; hit rate 5.2% among 82,000; AID 1794746
NCI-H522: NCI-H522 lung cancer; hit rate 8% among 78,000; AID 1794739
NCI-H226: NCI-H226 lung cancer; AID 1794732; hit rate 3.5% among 79,000
An asterisk follows results filed as active. The calls were made as follows: active = growth percent below 10; inactive = the rest. Not a hit list. Share with any hit: about 12%.

For O=c1oc2cc(Br)ccc2cc1-c1nc2ccccc2[nH]1 the results were COLO 205 92, NCI-H322M 100, NCI-H460 98, SW-620 96, HT29 101, NCI-H23 84, HCT-15 104, NCI-H522 79 and NCI-H226 95.
For C/C(=N\N=C(/C)c1ccc(C)cc1)c1ccc(C)cc1 the results were COLO 205 124, NCI-H322M 98, NCI-H460 113, SW-620 107, HT29 93, NCI-H23 101, HCT-15 102, NCI-H522 97 and NCI-H226 104.
`O=C(O)C(c1ccccc1)C1(O)CC2CCC1C2` (stereo unspecified) gave COLO 205 102, NCI-H322M 122, NCI-H460 112, SW-620 107, HT29 102, NCI-H23 97, HCT-15 106, NCI-H522 97 and NCI-H226 82.
`O=c1cc(SCc2ccccc2)nc[nH]1` gave COLO 205 133, NCI-H322M 105, NCI-H460 112, SW-620 107, HT29 109, NCI-H23 108, HCT-15 105, NCI-H522 116 and NCI-H226 104.
Screening NNc1nc2[nH]c(=O)ccc(=O)n2n1 returned COLO 205 109, NCI-H322M 104, NCI-H460 105, SW-620 103, HT29 112, NCI-H23 96, HCT-15 101, NCI-H522 99 and NCI-H226 93.
`CCCCCCCC/C=C\CCCCCCCC(=O)OCCCC` gave COLO 205 102, NCI-H322M 110, NCI-H460 108, SW-620 109, HT29 112, NCI-H23 98, HCT-15 109, NCI-H522 97 and NCI-H226 108.
O=S(=O)(O)c1ccc(N=Nc2ccnc3ccccc23)cc1 was read as COLO 205 114, NCI-H322M 105, NCI-H460 92, SW-620 82, HT29 112, NCI-H23 102, HCT-15 92, NCI-H522 70 and NCI-H226 107.
Screening Clc1ccc2c(c1)C(N1CCNCC1)=Nc1ccccc1O2 returned COLO 205 -66*, NCI-H460 68, SW-620 67, HT29 12, NCI-H23 64, HCT-15 48 and NCI-H226 83.
Screening C=C1C(=O)O[C@H]2[C@H]1CC/C(Cn1cc(CNC(=O)Cc3c[nH]c4ccccc34)nn1)=C\CC[C@@]1(C)O[C@@H]21 returned COLO 205 110, NCI-H322M 102, NCI-H460 100, SW-620 96, HT29 101, NCI-H23 100, HCT-15 106, NCI-H522 70 and NCI-H226 104.
`CCc1c(C)c2cc3nc(-c4ccc(C(=O)O)cc4)oc3c(C)c2oc1=O` gave COLO 205 106, NCI-H322M 97, NCI-H460 108, SW-620 104, HT29 85, NCI-H23 98, HCT-15 110, NCI-H522 61 and NCI-H226 107.

Among those listed so far, two have a halogen:
For O=c1oc2cc(Br)ccc2cc1-c1nc2ccccc2[nH]1 the results were COLO 205 92, NCI-H322M 100, NCI-H460 98, SW-620 96, HT29 101, NCI-H23 84, HCT-15 104, NCI-H522 79 and NCI-H226 95.
Screening Clc1ccc2c(c1)C(N1CCNCC1)=Nc1ccccc1O2 returned COLO 205 -66*, NCI-H460 68, SW-620 67, HT29 12, NCI-H23 64, HCT-15 48 and NCI-H226 83.

Back to the main list with the four entries that preceded the break.
O=S(=O)(O)c1ccc(N=Nc2ccnc3ccccc23)cc1 was read as COLO 205 114, NCI-H322M 105, NCI-H460 92, SW-620 82, HT29 112, NCI-H23 102, HCT-15 92, NCI-H522 70 and NCI-H226 107.
Screening Clc1ccc2c(c1)C(N1CCNCC1)=Nc1ccccc1O2 returned COLO 205 -66*, NCI-H460 68, SW-620 67, HT29 12, NCI-H23 64, HCT-15 48 and NCI-H226 83.
Screening C=C1C(=O)O[C@H]2[C@H]1CC/C(Cn1cc(CNC(=O)Cc3c[nH]c4ccccc34)nn1)=C\CC[C@@]1(C)O[C@@H]21 returned COLO 205 110, NCI-H322M 102, NCI-H460 100, SW-620 96, HT29 101, NCI-H23 100, HCT-15 106, NCI-H522 70 and NCI-H226 104.
`CCc1c(C)c2cc3nc(-c4ccc(C(=O)O)cc4)oc3c(C)c2oc1=O` gave COLO 205 106, NCI-H322M 97, NCI-H460 108, SW-620 104, HT29 85, NCI-H23 98, HCT-15 110, NCI-H522 61 and NCI-H226 107.
Screening COc1ccc(/C=c2\c(=O)n(-c3ccccc3)c3nnc(N/N=C(/C)C(=O)O)n23)cc1 returned COLO 205 119, NCI-H322M 99, NCI-H460 108, SW-620 112, HT29 108, NCI-H23 99, HCT-15 115, NCI-H522 90 and NCI-H226 79.
O=C(O)c1ccc(CNC(=O)c2nc(-c3ccccc3)n(-c3ccc(Cl)cc3)n2)cc1 was read as COLO 205 105, NCI-H322M 91, NCI-H460 104, SW-620 101, HT29 97, NCI-H23 99, HCT-15 103, NCI-H522 79 and NCI-H226 94.
Screening O=C1Nc2ccc(Br)cc2/C1=N\c1nnc(-c2ccc(Cl)cc2)o1 returned COLO 205 83, NCI-H322M 94, NCI-H460 46, SW-620 16, HT29 33, NCI-H23 80, HCT-15 24, NCI-H522 60 and NCI-H226 80.
For O=C(Cn1c(-c2ccccc2)nc2ccccc21)N=Nc1c(O)[nH]c2ccc(Cl)cc12 the results were COLO 205 -40*, NCI-H322M 5.0*, NCI-H460 3.4*, SW-620 23, HT29 2.4*, NCI-H23 21, HCT-15 7.6*, NCI-H522 41 and NCI-H226 -62*.
For Cc1cccc(NC(=O)NNC(=O)c2ccncc2)c1NC(=O)NNC(=O)c1ccncc1 the results were COLO 205 116, NCI-H322M 142, NCI-H460 111, SW-620 112, HT29 115, NCI-H23 94, HCT-15 101, NCI-H522 110 and NCI-H226 106.
`O=C(NCc1ccccc1)C(c1ccc(OCCBr)cc1)N(C(=O)CCc1ccccc1)C1CC1` (stereo unspecified) gave COLO 205 98, NCI-H322M 97, NCI-H460 100, SW-620 101, HT29 96, NCI-H23 91, HCT-15 93, NCI-H522 72 and NCI-H226 95.
`C=CCN1C(=O)c2ccccc2C1=O` gave COLO 205 98, NCI-H322M 102, NCI-H460 101, SW-620 99, HT29 122, NCI-H23 103, HCT-15 109, NCI-H522 86 and NCI-H226 101.
`O=C(CCCCCCc1nc2ccc(Br)cc2[nH]1)NO` gave COLO 205 -98*, NCI-H322M 4.5*, NCI-H460 -26*, SW-620 -77*, HT29 1.3*, NCI-H23 -26*, HCT-15 36, NCI-H522 -16* and NCI-H226 19.
Screening O=C(Nc1cccc2ccccc12)c1ccccc1O returned COLO 205 106, NCI-H322M 84, NCI-H460 86, SW-620 93, HT29 111, NCI-H23 68, HCT-15 70, NCI-H522 47 and NCI-H226 72.
`COc1cc(/C=C/C(=O)c2cc(NC(=O)c3ccc4cc(-c5cc(OC)c(OC)c(OC)c5)ccc4c3)ccc2O)cc(OC)c1OC` gave COLO 205 117, NCI-H322M 101, NCI-H460 112, SW-620 111, HT29 101, NCI-H23 100, HCT-15 85, NCI-H522 96 and NCI-H226 113.
Screening Cn1cc(/C=C2\C(=O)N(CCCCCn3c4ccccc4c(=O)c4ccccc43)c3ccccc32)c2ccccc21 returned COLO 205 99, NCI-H322M 95, NCI-H460 100, SW-620 104, HT29 91, NCI-H23 88, HCT-15 101, NCI-H522 85 and NCI-H226 89.
`COc1ccc(C(=O)/C=C/c2ccc(Cl)c(C(F)(F)F)c2)cc1S(N)(=O)=O` gave COLO 205 -71*, NCI-H322M -100*, NCI-H460 -79*, SW-620 -95*, HT29 -77*, NCI-H23 -86*, HCT-15 -100*, NCI-H522 -83* and NCI-H226 -95*.
For O=C(CC1C(=O)N(C2CCCCC2)c2nc3ccccc3n21)Nc1ccc(Cl)cc1 (stereo unspecified) the results were COLO 205 97, NCI-H322M 92, NCI-H460 97, SW-620 97, HT29 92, NCI-H23 93, HCT-15 88, NCI-H522 86 and NCI-H226 97.
`CC(=O)c1ccc(N=C2N=c3ccccc3=C/C2=C\c2c(O)[nH]c(=S)[nH]c2=O)cc1` gave COLO 205 112, NCI-H322M 92, NCI-H460 100, SW-620 103, HT29 94, NCI-H23 90, HCT-15 97 and NCI-H522 72.
For O=C1Nc2ccc(Br)cc2/C1=N\N=C/c1cn(Cc2ccccc2)c2ccccc12 the results were COLO 205 114, NCI-H322M 84, NCI-H460 52, SW-620 99, HT29 91, NCI-H23 94, HCT-15 103, NCI-H522 84 and NCI-H226 80.
`COc1ccc([C@@H]2[C@@H](O)C(=O)N2c2cc(OC)c(OC)c(OC)c2)cc1F` gave COLO 205 -80*, NCI-H322M 52, NCI-H460 2.7*, SW-620 23, HT29 -32*, NCI-H23 16, HCT-15 8.0*, NCI-H522 -50* and NCI-H226 37.
Screening COC(OC)c1cccc([N+](=O)[O-])c1 returned COLO 205 112, NCI-H322M 97, NCI-H460 108, SW-620 99, HT29 116, NCI-H23 106, HCT-15 98, NCI-H522 110 and NCI-H226 94.
For Oc1cccc(/C=N/N=C2c3ccccc3-c3ccccc32)c1 the results were COLO 205 106, NCI-H460 107, SW-620 102, HT29 103, NCI-H23 85, HCT-15 79, NCI-H522 92 and NCI-H226 95.
Screening Cc1cc(Cl)ccc1NC(=O)NC(C)(C)COC(=O)Nc1cccc(Cl)c1 returned COLO 205 85, NCI-H322M 62, NCI-H460 53, SW-620 75, HT29 54, NCI-H23 45, HCT-15 42, NCI-H522 14 and NCI-H226 65.
Fc1cc(-c2n[nH]c(=S)n2/N=C/c2ccc(Cl)cc2Cl)c(Cl)cc1Cl was read as COLO 205 109, NCI-H322M 120, NCI-H460 98, SW-620 108, HT29 112, NCI-H23 92, HCT-15 103, NCI-H522 94 and NCI-H226 100.
`O=C(NC(=S)Nc1ccc(-c2nc3ccccc3[nH]2)cc1)c1ccc2ccccc2c1` gave NCI-H322M 22, NCI-H460 5.4*, SW-620 34, HT29 22, NCI-H23 58, HCT-15 29, NCI-H522 63 and NCI-H226 51.
`Cc1ccccc1C(=O)Oc1ccc(Cl)cc1` gave COLO 205 108, NCI-H322M 106, NCI-H460 109, SW-620 102, HT29 92, NCI-H23 99, HCT-15 106, NCI-H522 87 and NCI-H226 105.
c1ccc(C2CC(c3cccc(OCCCCOc4cccc(C5=NOC(c6ccccc6)C5)c4)c3)=NO2)cc1 (stereo unspecified) was read as COLO 205 112, NCI-H322M 102, NCI-H460 104, SW-620 104, HT29 115, NCI-H23 110, HCT-15 103, NCI-H522 97 and NCI-H226 103.
Screening Cc1cc(C2(c3cc(C)c(O)c(CN(CC(=O)O)CC(=O)O)c3)OC(=O)c3ccccc32)cc(CN(CC(=O)O)CC(=O)O)c1O returned COLO 205 94, NCI-H322M 93, NCI-H460 105, SW-620 102, HT29 98, NCI-H23 99, HCT-15 100, NCI-H522 93 and NCI-H226 98.
COc1cc(C(=O)N2CCN(C(=O)c3ccco3)CC2)c(N)cc1OCc1ccccc1 was read as COLO 205 125, NCI-H322M 91, NCI-H460 113, SW-620 105, HT29 107, NCI-H23 111, HCT-15 101, NCI-H522 84 and NCI-H226 88.
CC(NCCNC(C)c1cccnc1)c1cccnc1 (stereo unspecified) was read as COLO 205 104, NCI-H322M 101, NCI-H460 105, SW-620 105, HT29 94, NCI-H23 97, HCT-15 102, NCI-H522 81 and NCI-H226 96.
`CCOC(=O)CC(C#N)(CC(=O)OCC)C(=O)OCC` gave COLO 205 116, NCI-H322M 112, NCI-H460 115, SW-620 108, HT29 125, NCI-H23 106, HCT-15 99, NCI-H522 114 and NCI-H226 94.
C/C(=N\NC(=S)Nc1ccc(C)cc1)c1sc(Nc2cccc(Cl)c2)nc1C was read as COLO 205 114, NCI-H322M 88, NCI-H460 103, SW-620 97, HT29 92, NCI-H23 93, HCT-15 84, NCI-H522 90 and NCI-H226 95.
For S=c1[nH]c2ccc(Cl)cc2[nH]1 the results were COLO 205 106, NCI-H322M 93, NCI-H460 107, HT29 107, NCI-H23 87, HCT-15 100, NCI-H522 90 and NCI-H226 91.

3 structures out of the list, arranged by molar mass, high to low.
COc1cc(C(=O)N2CCN(C(=O)c3ccco3)CC2)c(N)cc1OCc1ccccc1 was read as COLO 205 125, NCI-H322M 91, NCI-H460 113, SW-620 105, HT29 107, NCI-H23 111, HCT-15 101, NCI-H522 84 and NCI-H226 88.
`O=C(NC(=S)Nc1ccc(-c2nc3ccccc3[nH]2)cc1)c1ccc2ccccc2c1` gave NCI-H322M 22, NCI-H460 5.4*, SW-620 34, HT29 22, NCI-H23 58, HCT-15 29, NCI-H522 63 and NCI-H226 51.
`Cc1ccccc1C(=O)Oc1ccc(Cl)cc1` gave COLO 205 108, NCI-H322M 106, NCI-H460 109, SW-620 102, HT29 92, NCI-H23 99, HCT-15 106, NCI-H522 87 and NCI-H226 105.
